PvdQ inh – blocks Pseudomonas aeruginosa PvdQ acylase activity; actives 0.063% (n = 340,000); purified PvdQ acylase, fluorescence plate reader; inhibition, % at 10 µM; in the data active means inhibition above about 30%, passing the limit was not always enough;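 further: 0% = vehicle neutral wells and 100% = reference inhibitor wells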
HTR5A inv ctr – inverse agonist of human HTR5A in OPRM1-OPRD1 counter-screen. actives 0.083% (n = 340,000). inhibition, % at 9.3 µM. AID 504634. HTR5A cell line, luminescence, inverse agonism; in the data active means inhibition mostly above about 23%, no sharp cut-off; inactive means mostly below about 18%;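 further: 0% = cells with DMSO and 100% = no-cell wells with DMSO; some compounds called inactive have numbers as strong as hits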
Target sequence (P47898 whole entry, looked up): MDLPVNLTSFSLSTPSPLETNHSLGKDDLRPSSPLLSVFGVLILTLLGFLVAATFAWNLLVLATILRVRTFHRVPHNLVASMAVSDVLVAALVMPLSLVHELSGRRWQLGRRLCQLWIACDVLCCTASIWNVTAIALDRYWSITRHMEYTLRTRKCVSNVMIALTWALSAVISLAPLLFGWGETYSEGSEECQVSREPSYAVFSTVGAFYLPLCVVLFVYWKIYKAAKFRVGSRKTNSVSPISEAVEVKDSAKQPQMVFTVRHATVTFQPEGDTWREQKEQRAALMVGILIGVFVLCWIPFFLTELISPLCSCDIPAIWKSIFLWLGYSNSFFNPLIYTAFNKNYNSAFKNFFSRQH
Wnt act – activators of Wnt/beta-catenin signaling; actives 1.2% (n = 300,000); AID 743398; activation, % at 9.35 µM; Wnt/beta-catenin reporter cell assay, activator, plate reader; in the data active means activation above about 30%, passing the limit was not always enough;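 further: 0% = neutral control wells and 100% = positive control wells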
CDK5 p35 inh – blocks human CDK5/p35 kinase activity; Q00535+Q15078; Recombinant CDK5/p35, ADP-Glo luminescence, 60 min; inhibition, % at 10 µM; actives 0.01% (n = 330,000); AID 488839;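 active means highest replicate inhibition of at least 50% and at least 75% of replicates reaching 50%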;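 further: plate controls were DMSO neutral control for no effect and GW8510 at 10 µM for full effect; many of its hits are not listed in these tables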
Target sequence (Q00535 whole entry, looked up): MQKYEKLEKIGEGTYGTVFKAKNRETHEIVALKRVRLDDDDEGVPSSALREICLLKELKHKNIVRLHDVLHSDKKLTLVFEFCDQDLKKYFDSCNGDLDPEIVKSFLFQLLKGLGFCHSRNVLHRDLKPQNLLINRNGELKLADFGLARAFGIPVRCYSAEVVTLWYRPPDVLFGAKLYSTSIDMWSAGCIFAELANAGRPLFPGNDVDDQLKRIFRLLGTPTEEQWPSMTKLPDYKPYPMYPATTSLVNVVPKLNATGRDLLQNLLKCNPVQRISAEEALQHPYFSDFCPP
Target sequence (Q15078 whole entry, looked up): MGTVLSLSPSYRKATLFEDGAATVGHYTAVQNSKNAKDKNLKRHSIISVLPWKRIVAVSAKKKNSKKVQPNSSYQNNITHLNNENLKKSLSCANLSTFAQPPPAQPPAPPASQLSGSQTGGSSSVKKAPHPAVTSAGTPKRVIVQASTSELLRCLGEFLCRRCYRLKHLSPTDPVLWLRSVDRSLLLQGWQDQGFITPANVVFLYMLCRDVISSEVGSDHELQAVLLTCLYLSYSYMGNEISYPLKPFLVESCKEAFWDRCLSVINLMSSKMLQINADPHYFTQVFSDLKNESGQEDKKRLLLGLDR
MITF TRPM1 HTS – increases MITF-driven TRPM1 promoter luciferase signal. SK-MEL-5 TRPM1-promoter luciferase, 24 h; % of positive control, neutral wells = 0. activation, % at 12.5 µM. actives 0.75% (n = 300,000);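 active means mean activation of at least 80% with every replicate also reaching 80%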;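 further: 0% = neutral control wells and 100% = parthenolide positive control wells; values of inactives mirror those of a sister screen read the other way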
V-ATPase pHluor – regulators of yeast V-ATPase proton transport; AID 504577; S. cerevisiae, pHLuorin cytosolic pH fluorescence; response, % at 10 µM; actives 0.37% (n = 350,000); in the data active means response mostly above about 7.3%, no sharp cut-off; inactive means mostly below about 5.4%; further: actives read high; inactives centre near 0; some compounds called inactive have numbers as strong as hits; reference of the scale not given here
HTR5A ag ctr – counter-screen for OPRM1-OPRD1 agonists: human HTR5A agonism; P47898; HTR5A agonist assay, luminescence, cell-based; activation, % at 9.3 µM; actives 0.61% (n = 340,000); in the data active means activation mostly above about 9.5%, no sharp cut-off; inactive means mostly below about 7.6%;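 further: 0% = cells with vehicle only and 100% = reference agonist; strong numbers were not always called active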
SR-BI DiI inh – mouse SR-BI HDL lipid transfer inhibition; Q61009; actives 0.96% (n = 320,000); inhibition, % at 12.5 µM; ldlA[mSR-BI] CHO cells, DiI-HDL uptake fluorescence, 3 h;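 active means mean replicate inhibition of at least 70% and a set share of replicates each scoring 70 or more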;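 further: 0% = median of neutral control wells and 100% = median of positive control wells; values of inactives mirror those of a sister screen read the other way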
dFosB act – mouse delta FosB homodimer activation | activation, % at 25 µM | actives 0.99% (n = 340,000) | purified delta FosB, TAMRA-CDK5 oligo fluorescence polarization; percent of positive-control signal above neutral wells | P13346;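 active means mean activation above about 17%, with every replicate also reaching it, limit read from the data, passing the limit was not always enough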;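 further: fluorescence polarization rise as delta FosB binds a TAMRA Cdk5 AP-1 oligo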
NSD2 inh – NSD2 (human) methyltransferase inhibition. NSD2 peptide methylation, AlphaScreen, 120 min. inhibition, % at 12.5 µM. actives 0.54% (n = 310,000). AID 743445. O96028; in the data active means inhibition above about 50%
Active calls of the source: *. Not a hit list (roughly 5% active in at least one column).

Results for O=C(CSCc1n[nH]c(=O)[nH]1)NCCOc1cccc(Oc2ccccc2)c1 ?
PvdQ inh: -8; HTR5A inv ctr: -18; CDK5 p35 inh: 0.9; MITF TRPM1 HTS: -13; V-ATPase pHluor: 2; HTR5A ag ctr: -4; SR-BI DiI inh: -14; dFosB act: -9; NSD2 inh: 0

What do the screens show for `CCOC(=O)C[n+]1c(C)sc2ccc(OC)cc21`?
PvdQ inh: -4; HTR5A inv ctr: 15; CDK5 p35 inh: -0.7; MITF TRPM1 HTS: -3; V-ATPase pHluor: 1; HTR5A ag ctr: 0; SR-BI DiI inh: 4; dFosB act: -5

How did O=C(Nc1cccc(F)c1)NC1CCCCCCC1 do in these assays?
PvdQ inh: -16; HTR5A inv ctr: -36; Wnt act: 23; CDK5 p35 inh: -1.5; MITF TRPM1 HTS: 119*; V-ATPase pHluor: -1; HTR5A ag ctr: 4; SR-BI DiI inh: 2; dFosB act: -11; NSD2 inh: -4

What do the screens show for `CCN1CC(CN(C)Cc2nc(-c3ccc(C(F)(F)F)cc3)oc2C)CC1=O` (stereo not given)?
PvdQ inh: 5; HTR5A inv ctr: 1; Wnt act: -5; CDK5 p35 inh: -0.9; MITF TRPM1 HTS: -13; V-ATPase pHluor: -1; HTR5A ag ctr: 2; SR-BI DiI inh: 23; dFosB act: -2; NSD2 inh: 10

How did COc1ccc(N2CCN(CCCNC(=O)Cn3c(=O)c4cccn4c4ccccc43)CC2)cc1 do in these assays?
PvdQ inh: -10; HTR5A inv ctr: 0; Wnt act: -1; CDK5 p35 inh: 0.9; MITF TRPM1 HTS: 6; V-ATPase pHluor: 4; HTR5A ag ctr: 0; SR-BI DiI inh: 21; dFosB act: 1; NSD2 inh: -2

Results for CCN(CC)S(=O)(=O)c1ccc(Cl)c(NC(=O)COC(=O)C2CCCCC2)c1 ?
PvdQ inh: -7; HTR5A inv ctr: -14; Wnt act: -1; CDK5 p35 inh: -0.7; MITF TRPM1 HTS: 0; V-ATPase pHluor: 2; HTR5A ag ctr: 5; SR-BI DiI inh: 20; dFosB act: -7; NSD2 inh: 0

Results for Cc1ccccc1-c1nc(CN2CCC(C(=O)NC3CC3)CC2)c(C)o1 ?
PvdQ inh: -15; HTR5A inv ctr: -2; Wnt act: -5; CDK5 p35 inh: -1.1; MITF TRPM1 HTS: -1; V-ATPase pHluor: 0; HTR5A ag ctr: -1; SR-BI DiI inh: -9; dFosB act: -10; NSD2 inh: 0

What do the screens show for `O=C(Nc1cccc(S(=O)(=O)N2CCOCC2)c1)C1CCCC1`?
PvdQ inh: -1; HTR5A inv ctr: -8; Wnt act: -1; CDK5 p35 inh: 0.6; V-ATPase pHluor: 0; HTR5A ag ctr: -5; SR-BI DiI inh: -31; dFosB act: -1; NSD2 inh: -1

Results for c1ccc2c(C3CCO3)cccc2c1 (stereo not given) ?
PvdQ inh: 5; HTR5A inv ctr: -5; CDK5 p35 inh: -3.1; MITF TRPM1 HTS: 7; V-ATPase pHluor: 1; HTR5A ag ctr: 2; SR-BI DiI inh: -7; dFosB act: -8

Results for Cc1cc(C)n(CC(C)NC(=O)c2cc(COc3c(F)cccc3F)on2)n1 (stereo not given) ?
PvdQ inh: -7; HTR5A inv ctr: 0; Wnt act: -2; CDK5 p35 inh: 1.0; MITF TRPM1 HTS: -4; V-ATPase pHluor: -3; HTR5A ag ctr: 0; dFosB act: -1; NSD2 inh: 0

What do the screens show for `Cc1cccc(NS(=O)(=O)c2coc(C(N)=O)c2)c1C`?
PvdQ inh: -12; HTR5A inv ctr: 0; Wnt act: -1; CDK5 p35 inh: -0.3; MITF TRPM1 HTS: 1; V-ATPase pHluor: -1; HTR5A ag ctr: 0; SR-BI DiI inh: -3; dFosB act: -1

What do the screens show for `Cc1ccc2sc(N(CCCN(C)C)C(=O)c3ccc(S(=O)(=O)N4CCCCCC4)cc3)nc2c1C`?
PvdQ inh: 2; HTR5A inv ctr: 10; Wnt act: 3; CDK5 p35 inh: 2.0; MITF TRPM1 HTS: -6; V-ATPase pHluor: 0; HTR5A ag ctr: 3; SR-BI DiI inh: 8; dFosB act: -19; NSD2 inh: -6

Results for COc1ccc(N=C2C(=O)N3c4c(cccc42)C(C)=CC3(C)C)cc1 ?
PvdQ inh: 8; HTR5A inv ctr: 16; Wnt act: -8; CDK5 p35 inh: -0.9; MITF TRPM1 HTS: -10; V-ATPase pHluor: -2; HTR5A ag ctr: -4; SR-BI DiI inh: -9; dFosB act: -7; NSD2 inh: 6

What do the screens show for `OCCC1CN(CCCc2ccccc2)CCN1Cc1ccccc1` (stereo not given)?
PvdQ inh: -18; HTR5A inv ctr: -4; Wnt act: -1; CDK5 p35 inh: 1.2; MITF TRPM1 HTS: 4; V-ATPase pHluor: -6; HTR5A ag ctr: 0; dFosB act: -4; NSD2 inh: 1

What do the screens show for `COCCN1C(=O)N[C@@H](c2cccs2)C(C(=O)OC)=C1C`?
PvdQ inh: 1; HTR5A inv ctr: -9; Wnt act: 9; CDK5 p35 inh: -0.8; V-ATPase pHluor: -6; HTR5A ag ctr: 3; SR-BI DiI inh: -5; dFosB act: 3

How did O=C(Nc1nc2ccc(S(=O)(=O)N3CCCC3)cc2s1)C1CCCCC1 do in these assays?
PvdQ inh: -12; HTR5A inv ctr: -8; CDK5 p35 inh: 1.0; MITF TRPM1 HTS: -6; V-ATPase pHluor: 2; HTR5A ag ctr: 3; SR-BI DiI inh: 23; dFosB act: -13; NSD2 inh: 1

Results for Cc1cc2ncn(-c3ncnc4sc5c(c34)CCC(C)C5)c2cc1C (stereo not given) ?
PvdQ inh: -12; HTR5A inv ctr: -22; Wnt act: -5; CDK5 p35 inh: 0.7; MITF TRPM1 HTS: 17; V-ATPase pHluor: 1; HTR5A ag ctr: 1; SR-BI DiI inh: 40; dFosB act: 3; NSD2 inh: 3

How did COc1ccc(NC(=O)c2cc(S(=O)(=O)N3CCCCC3)ccc2C)cc1S(=O)(=O)N1CCOCC1 do in these assays?
PvdQ inh: -18; HTR5A inv ctr: -4; Wnt act: -1; CDK5 p35 inh: -0.2; MITF TRPM1 HTS: -19; V-ATPase pHluor: 4; HTR5A ag ctr: 2; SR-BI DiI inh: 22; dFosB act: -6; NSD2 inh: -1

Results for CC(C)(C)C(=O)NC(=S)Nc1ccccc1C(=O)Nc1ccccc1 ?
PvdQ inh: -7; HTR5A inv ctr: 9; Wnt act: 11; CDK5 p35 inh: 0.0; MITF TRPM1 HTS: 3; V-ATPase pHluor: -2; HTR5A ag ctr: 1; SR-BI DiI inh: -8; dFosB act: -10; NSD2 inh: 1

What do the screens show for `O=C(COC(=O)C1(c2ccccc2F)CCCC1)NCc1ccc2c(c1)OCO2`?
PvdQ inh: 12; HTR5A inv ctr: -34; CDK5 p35 inh: -1.4; MITF TRPM1 HTS: 2; V-ATPase pHluor: -1; HTR5A ag ctr: 1; SR-BI DiI inh: -32; dFosB act: -7; NSD2 inh: -1

Results for COC(=O)[C@H](Cc1ccccc1)N(C)S(=O)(=O)c1cccc(S(=O)(=O)N(C)[C@@H](Cc2ccccc2)C(=O)OC)c1 ?
PvdQ inh: 13; HTR5A inv ctr: -21; Wnt act: 4; CDK5 p35 inh: -4.1; MITF TRPM1 HTS: -5; V-ATPase pHluor: -3; HTR5A ag ctr: 7; SR-BI DiI inh: 13; dFosB act: -3

How did CCc1c(C)nc2ncnn2c1NCCc1ccccc1 do in these assays?
PvdQ inh: -7; HTR5A inv ctr: -6; Wnt act: -9; CDK5 p35 inh: -0.8; V-ATPase pHluor: 0; HTR5A ag ctr: -2; SR-BI DiI inh: 16; dFosB act: 0; NSD2 inh: 0

Results for C[C@@H]1CCC[C@@]2(O[C@H](CCO)C[C@@H](O)[C@@H]2O)O1 ?
PvdQ inh: -16; HTR5A inv ctr: -9; Wnt act: -2; CDK5 p35 inh: -0.4; MITF TRPM1 HTS: 8; V-ATPase pHluor: -1; HTR5A ag ctr: 3; SR-BI DiI inh: -19; dFosB act: -4

What do the screens show for `COc1ccc(NC(=S)N2CCC(N(C)CCN3CCOCC3)CC2)cc1Cl`?
PvdQ inh: -14; HTR5A inv ctr: 2; Wnt act: 0; CDK5 p35 inh: 0.2; MITF TRPM1 HTS: -1; V-ATPase pHluor: 1; HTR5A ag ctr: 3; SR-BI DiI inh: 1; dFosB act: -5; NSD2 inh: 0

Results for Cc1ccc(NC(=O)c2csc(-c3ccccc3)c2C)cc1 ?
PvdQ inh: -13; HTR5A inv ctr: -13; Wnt act: -26; CDK5 p35 inh: 0.3; MITF TRPM1 HTS: -18; V-ATPase pHluor: 1; HTR5A ag ctr: 12; SR-BI DiI inh: 14; dFosB act: 7; NSD2 inh: 2

Results for Cc1cccc(CNc2ncnc3ccc(-c4ccc5c(c4)OCO5)cc23)c1 ?
PvdQ inh: -13; HTR5A inv ctr: -10; Wnt act: -1; CDK5 p35 inh: 1.1; MITF TRPM1 HTS: -17; V-ATPase pHluor: 1; HTR5A ag ctr: 2; SR-BI DiI inh: 11; dFosB act: 7

How did CCOC(=O)C1CCCN(C2=NC(=O)/C(=C/c3ccc(OC)cc3)S2)C1 (stereo not given) do in these assays?
PvdQ inh: 3; HTR5A inv ctr: -13; Wnt act: -2; CDK5 p35 inh: 0.7; MITF TRPM1 HTS: -10; V-ATPase pHluor: 0; HTR5A ag ctr: 3; SR-BI DiI inh: 8; dFosB act: -3; NSD2 inh: 2

Results for Cc1ccc(-n2c(CNc3ccc(F)cc3)nnc2SCC(N)=O)cc1 ?
PvdQ inh: -4; HTR5A inv ctr: -18; Wnt act: -1; CDK5 p35 inh: -7.1; V-ATPase pHluor: 3; HTR5A ag ctr: -2; SR-BI DiI inh: 8; dFosB act: -7; NSD2 inh: 12

Results for O=C(COC(=O)c1c[nH]c(=O)[nH]c1=O)Nc1ccccc1 ?
PvdQ inh: -5; HTR5A inv ctr: 14; Wnt act: -3; CDK5 p35 inh: -0.4; MITF TRPM1 HTS: -4; V-ATPase pHluor: 5; HTR5A ag ctr: 1; SR-BI DiI inh: -22; dFosB act: 4

How did COc1ccc(NC2CS(=O)(=O)CC2NCc2ccccc2)cc1 (stereo not given) do in these assays?
PvdQ inh: -14; HTR5A inv ctr: 22; CDK5 p35 inh: -1.2; MITF TRPM1 HTS: 7; V-ATPase pHluor: 0; HTR5A ag ctr: 3; SR-BI DiI inh: 1; dFosB act: -1; NSD2 inh: 0

What do the screens show for `N#Cc1c(NC(=O)CSc2nc(-c3ccccc3)cc(C(F)(F)F)n2)sc2c1CCC2`?
PvdQ inh: -24; HTR5A inv ctr: -20; Wnt act: -3; CDK5 p35 inh: 2.8; MITF TRPM1 HTS: -2; V-ATPase pHluor: 2; HTR5A ag ctr: 6; SR-BI DiI inh: 17; dFosB act: -3; NSD2 inh: -1

What do the screens show for `Cc1ccc(-c2[nH]c(-c3ccccc3)nc2SCC(=O)NCC2CCCO2)cc1` (stereo not given)?
PvdQ inh: -13; HTR5A inv ctr: -19; Wnt act: 0; CDK5 p35 inh: -3.5; V-ATPase pHluor: 0; HTR5A ag ctr: 4; SR-BI DiI inh: 35; dFosB act: -10

Results for CCS(=O)(=O)N1CCC(C(=O)Oc2ccccc2Cl)CC1 ?
PvdQ inh: 9; HTR5A inv ctr: 11; Wnt act: 0; CDK5 p35 inh: -0.4; MITF TRPM1 HTS: -9; V-ATPase pHluor: 2; HTR5A ag ctr: -1; SR-BI DiI inh: -3; dFosB act: -1; NSD2 inh: -3

How did CCCCOc1ccc(C2CC(=O)N(C)C2=O)cc1 (stereo not given) do in these assays?
PvdQ inh: 2; HTR5A inv ctr: -13; CDK5 p35 inh: -0.4; MITF TRPM1 HTS: 16; V-ATPase pHluor: -1; HTR5A ag ctr: 3; SR-BI DiI inh: -5; dFosB act: 1; NSD2 inh: -2

Compound activity (PubChem)
